# Bioassay records from PubChem BioAssay.
# Rin1-Abl PPI inh: human Rin1-Abl interaction inhibition | TR-FRET Rin1/Abl binding, biochemical | inhibition, % at 7.35 µM | hit rate 0.4% among 360,000 | AID 588664; in the data active means inhibition above about 5%, passing the limit was not always enough
# MT1-MMP act inh: inhibitors of human MT1-MMP activation. P50281. HT1080 RFP-PRO-GFP cells, GFP/RFP ratio fluorescence, overnight; percent of plate control window, DMSO zero. GFP/RFP ratio change, % at 20 µM. hit rate 0.061% among 360,000;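 active means GFP/RFP ratio change of at least 30% with cell ATP level not reduced by more than half and red fluorescence within 50% of control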; further: strong numbers were not always called active
#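 Material: RFP-PRO-GFP reporter HT1080 cells. Dosing: single-point 20 µM compound, 1% DMSO. Controls: DMSO and RFP-L50D-GFP cell wells. Timing: cells overnight before dosing, compound overnight, 37 °C, 5% CO2. Measure: GFP/RFP fluorescence ratio.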
# MsrA inhibitor: bovine MsrA inhibition; purified bovine MsrA, absorbance read-out; AID 651718; inhibition, % at 15.5 µM; hit rate 0.75% among 360,000; in the data active means inhibition above about 4.5%;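 further: 0% = vehicle wells with enzyme and 100% = reference inhibitor wells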
# SKN-1 block: C. elegans SKN-1 inhibition; AID 624304; C. elegans VP596 Pgst-4::GFP/RFP ratio, acrylamide-induced, 24 h; hit rate 0.49% among 360,000; inhibition, % at 21.8 µM;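 active means interference check ratio from 0.5 to 1.5 plus GFP to RFP signal ratio inhibition reaching or exceeding a fixed threshold, cut at about 30% in these data, passing the limit was not always enough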; further: some compounds called inactive have numbers as strong as hits
# Neddyl block: inhibitors of human cullin neddylation. TR-FRET cullin neddylation, biochemical. hit rate 0.58% among 360,000. P61081+Q13564. calls only at 25 µM; in the data active means inhibition above about 36%
# FAS TE block: blocks the thioesterase domain of human fatty acid synthase. hit rate 0.67% among 360,000. AID 602261. inhibition, % at 15 µM. P49327. recombinant FAS-TE, OMFH fluorogenic substrate, fluorescence endpoint;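 active means compounds whose normalised, plate-corrected inhibition of enzyme fluorescence in the single-dose primary screen is 50% or more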;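 further: 0% = DMSO with enzyme and 100% = substrate without enzyme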
# MsrA act: bovine methionine sulfoxide reductase A activation; hit rate 0.3% among 360,000; activation, % at 10.6 µM; purified bovine MsrA, absorbance read-out; AID 602163; in the data active means activation above about 7.5%;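 further: 0% = vehicle and 100% = reference activator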
# NRP1-CendR mod: NRP-1/CendR interaction modulation; O14786; hit rate 0.85% among 360,000; FAM-RPARPAR peptide binding to NRP-1, fluorescence polarization; inhibition, % at 25 µM;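 active means inhibition or corrected inhibition above about 18%, plus a signal ratio from 0.5 to 1.5, limit read from the data, passing the limit was not always enough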; further: strong numbers were not always called active
# Target sequence (O14786 whole entry, looked up): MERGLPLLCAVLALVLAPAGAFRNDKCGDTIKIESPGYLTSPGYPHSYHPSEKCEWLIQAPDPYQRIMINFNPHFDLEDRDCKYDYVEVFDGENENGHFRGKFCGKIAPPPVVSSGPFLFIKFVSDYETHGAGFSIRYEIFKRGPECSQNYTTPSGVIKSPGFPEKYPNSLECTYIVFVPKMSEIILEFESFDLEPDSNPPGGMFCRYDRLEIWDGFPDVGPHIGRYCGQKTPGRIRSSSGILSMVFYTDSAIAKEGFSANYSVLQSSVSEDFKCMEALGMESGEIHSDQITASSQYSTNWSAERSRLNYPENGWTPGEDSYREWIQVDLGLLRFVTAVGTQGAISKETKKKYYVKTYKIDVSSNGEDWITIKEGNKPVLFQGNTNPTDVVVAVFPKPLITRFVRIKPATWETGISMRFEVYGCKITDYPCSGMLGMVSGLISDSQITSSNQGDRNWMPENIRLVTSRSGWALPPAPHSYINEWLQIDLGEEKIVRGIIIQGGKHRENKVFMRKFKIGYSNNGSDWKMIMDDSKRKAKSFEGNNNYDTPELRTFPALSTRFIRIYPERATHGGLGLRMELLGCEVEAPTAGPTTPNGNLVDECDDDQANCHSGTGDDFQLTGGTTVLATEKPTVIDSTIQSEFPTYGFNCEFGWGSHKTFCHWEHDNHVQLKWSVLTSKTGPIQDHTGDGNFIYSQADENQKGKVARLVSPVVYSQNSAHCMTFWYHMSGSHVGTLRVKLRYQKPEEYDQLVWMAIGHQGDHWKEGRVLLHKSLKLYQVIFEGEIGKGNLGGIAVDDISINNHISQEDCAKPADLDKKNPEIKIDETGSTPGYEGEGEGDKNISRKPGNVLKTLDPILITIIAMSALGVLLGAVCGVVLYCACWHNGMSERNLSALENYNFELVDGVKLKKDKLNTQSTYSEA
# E coli Lon inh: inhibitors of E. coli Lon protease. P0A9M0. purified E. coli Lon protease, fluorescence polarization. inhibition, % at 7.94 µM. hit rate 0.42% among 360,000. AID 602123; in the data active means inhibition above about 13%, passing the limit was not always enough;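 further: 0% = enzyme with probe and DMSO and 100% = no enzyme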
# An asterisk follows results filed as active; i = inactive; . = no result given.
# The line under a structure holds: Rin1-Abl PPI inh | MT1-MMP act inh | MsrA inhibitor | SKN-1 block | Neddyl block | FAS TE block | MsrA act | NRP1-CendR mod | E coli Lon inh
1) CCOc1ccccc1NC(=O)CN(c1ccc(C)cc1)S(=O)(=O)c1c(C)n[nH]c1C
  -1.6 | -5.2 | 0.2 | -0.2 | i | 3.3 | -8.7 | -0.7 | -11.7
2) COC(=O)[C@]12CCCCC=C1N(Cc1ccc(Cl)cc1Cl)C(=O)[C@H](CC(=O)NCc1cccc(C(F)(F)F)c1)C2
  . | -1.7 | -0.8 | -13.1 | i | 21.1 | -1.2 | -10.3 | 0.8
3) COc1ccc(S(=O)(=O)N2CCN(C(=O)c3c(-c4ccccc4)noc3C)CC2)cc1
  0.9 | -1.0 | 0.5 | -10.6 | i | 1.2 | 3.8 | 0.0 | 4.6
4) COc1cccc(OC)c1NC(=O)C1CCCN1C(=O)Nc1ccccc1F (centres undefined)
  1.4 | -0.2 | 0.6 | 10.8 | i | -2.8 | -1.8 | 2.4 | -6.7
5) CN(c1ccccc1)S(=O)(=O)c1ccc(C(=O)NCc2ccccc2CN2CCCC2)cc1
  -1.8 | 2.3 | -0.3 | -0.7 | i | -5.0 | -2.4 | 3.4 | -1.2
6) COc1ccc(-c2nc3cnccn3c2Nc2ccc(C)cc2)cc1
  2.4 | 11.3 | 1.9 | 0.7 | . | 5.0 | -7.2 | -6.1 | -14.7
7) COCc1nc2ccccc2n1Cc1cccc(C)c1
  0.2 | 0.9 | -0.7 | -13.2 | i | -5.5 | -5.5 | -0.4 | -11.5
8) COc1ccc(CNC[C@H]2O[C@@H](n3cnc4c(N)ncnc43)[C@H](O)[C@@H]2O)cc1OC
  -2.0 | 1.5 | . | -8.1 | i | -4.4 | -1.2 | -8.5 | -6.3
9) CCN(CC)S(=O)(=O)c1ccc(S(=O)(=O)N(CC(=O)Nc2ccccc2)CC2CCCO2)cc1 (centres undefined)
  3.5 | -2.7 | 0.4 | -4.6 | i | 6.8 | -10.3 | 20.8 | 4.9
10) Cc1cc2ccccn2c1C(=O)c1cccc(S(=O)(=O)N2CCOCC2)c1
  -0.2 | 5.5 | 1.4 | -9.9 | i | 13.9 | -3.4 | -5.7 | -1.6
11) O=C(O)c1nc(N2CCCCC2)ncc1Cl
  0.3 | 2.7 | 1.4 | -13.8 | i | -11.1 | -6.0 | -1.7 | -3.5
12) Cc1csc(NC(=O)c2ccc(-c3ccc(Cl)cc3Cl)o2)n1
  1.8 | 0.6 | -0.7 | -1.0 | . | -3.6 | -1.4 | -14.6 | 1.1
13) COc1ccccc1/C=C/C1(C(=O)NC2CCCC2)CC(=O)N1c1ccc(F)cc1 (centres undefined)
  -4.5 | 3.7 | 1.7 | -5.5 | i | 20.4 | -2.5 | 9.0 | 5.8
14) O=C(NCc1cccc(Cl)c1)C1Cc2c(-c3ccc(Cl)cc3)ccnc2O1 (centres undefined)
  -5.4 | -2.7 | 1.2 | -3.6 | i | 32.2 | 1.0 | 7.6 | -2.5
15) O=C(CSc1nc2scc(-c3ccco3)c2c(=O)n1-c1ccccc1)N1CCOCC1
  -9.4 | -8.0 | -0.9 | 0.0 | i | 6.6 | -0.6 | -3.6 | -2.8
16) Cc1ccccc1-c1cc(C(=O)NCC2CC2)nn1CC1CC(c2cccc([N+](=O)[O-])c2)=NO1 (centres undefined)
  -1.6 | 5.2 | 0.0 | 7.8 | i | 24.7 | -3.8 | 1.2 | 2.8
17) CCC(=O)Nc1cc(C(C)C)c(O)cc1C
  -2.2 | 0.6 | -1.8 | -4.0 | i | -1.3 | -3.4 | 2.7 | 4.4
18) Cc1ccc(Cn2cnc3c(nnn3Cc3ccc(Cl)cc3)c2=O)cc1
  -1.4 | -4.7 | 0.8 | 10.1 | i | -5.4 | -2.6 | 0.1 | 1.4
19) Cc1ccc(C)c(N(C(=O)Cn2nnc3ccccc32)C(C(=O)NCc2ccco2)c2ccncc2)c1 (centres undefined)
  3.6 | 2.0 | -1.0 | -5.3 | i | -1.8 | -8.9 | 3.6 | 1.5
20) CN(Cc1ccccc1)C(=O)C1CCCN1S(=O)(=O)c1ccc(Cl)cc1 (centres undefined)
  -0.2 | 1.1 | -0.5 | -16.7 | i | 5.4 | -0.7 | 5.4 | -6.4
21) COc1ccc(C(=O)N2CCN(Cc3cn[nH]c3-c3ccc(OC)cc3F)CC2)cc1
  -0.6 | 0.2 | -0.6 | 11.8 | i | -0.2 | -0.1 | 3.5 | 2.8
22) Cc1cc(CSCc2ccc(Cl)cc2)no1
  -1.5 | -1.4 | 0.1 | 32.3 | i | 7.7 | -1.8 | -0.2 | -2.4
23) Cc1c([N+](=O)[O-])c(C(=O)N2CCCC2)nn1C
  -0.7 | 1.9 | -1.6 | 2.7 | i | -8.7 | -2.6 | 0.4 | 3.2
24) CN(c1ccccc1)S(=O)(=O)CS(=O)(=O)N(C)c1ccccc1
  1.0 | -3.4 | 0.6 | 17.1 | i | 4.5 | -4.4 | 24.5 | 1.6
25) O=C(NC(=S)NC1CCSC1=O)c1ccccc1F (centres undefined)
  2.8 | -6.1 | -0.7 | 2.6 | i | -8.4 | -3.7 | 5.5 | -3.4
26) CN(c1ccccc1)S(=O)(=O)c1ccc(C(=O)NNC(=O)c2ccccc2F)cc1
  -4.5 | -1.7 | -0.2 | -3.1 | i | -0.5 | -3.6 | -12.2 | -7.8
27) O=C(CCCc1ccccc1)Nc1ccnn1C1CCN(Cc2ccccc2)CC1
  -2.9 | -2.9 | 0.0 | 7.8 | i | -1.6 | -0.9 | 2.6 | -15.9
28) COc1ccc(N2CCN(C(=S)Nc3ccc(S(N)(=O)=O)cc3)CC2)cc1
  -4.5 | 2.1 | -0.5 | -6.3 | i | -4.6 | -10.1 | 6.7 | 3.2
29) CCCN(CC(=O)Nc1ccccc1OC)C(=O)Cc1ccccc1F
  2.3 | -3.5 | -1.8 | -2.0 | i | -1.4 | -1.6 | 6.1 | 5.7
30) COc1ccccc1Nc1nc(N)nc(CN2CCC(C)CC2)n1
  2.4 | 2.0 | 1.5 | -3.3 | i | 0.4 | -5.4 | 7.5 | -1.9
31) C=CCn1c(=O)c2ccccc2n2c(=S)[nH]nc12
  -0.3 | -2.4 | -0.4 | 3.9 | i | -3.9 | 3.9 | 9.0 | -9.9
32) O=C(NCc1ccccn1)C1CCN(C2CCN(Cc3cccc(F)c3)CC2)CC1
  -2.4 | 3.3 | 0.2 | 8.2 | i | -6.7 | -0.5 | 23.3* | -9.0
33) CCCCCn1ccc(=N)cc1
  -2.9 | 6.9 | -0.1 | 8.9 | i | -3.3 | -8.0 | -3.0 | -2.1
34) CC(Oc1ccc(Cl)cc1Cl)c1ccnc(N)n1 (centres undefined)
  3.3 | 2.5 | 1.4 | 6.8 | i | 1.7 | -4.2 | 4.3 | -7.4
35) Cc1ccc(Cn2ccc(NC(=O)c3noc4c3CCc3ccccc3-4)n2)cc1
  -0.1 | 1.2 | -0.4 | 0.0 | i | 3.3 | -3.0 | 8.4 | -4.6
36) COC(=O)CSc1ccc2nnc(-c3ccc(F)cc3)n2n1
  -3.1 | -1.0 | 1.0 | -20.0 | . | -1.4 | -8.2 | 5.9 | 0.2
37) Cc1cc(C)nc(NC(=S)Nc2cccc(Cl)c2Cl)c1
  -2.2 | 2.2 | 0.2 | 4.3 | i | 1.5 | -0.8 | 13.1 | 6.5
38) Cc1ccc(C(=O)Nc2ccccc2)cc1S(=O)(=O)N1CCN(C)CC1
  0.3 | 2.7 | 2.1 | -8.0 | i | -4.5 | -6.3 | 19.2 | -3.1
39) O=C(NCc1ccccc1Cl)NC(=O)c1ccccc1
  -3.5 | 3.9 | -0.2 | -0.2 | i | -8.3 | -2.8 | -5.9 | 0.5
40) C[C@H](NC(=O)c1ncn2c1C(=O)NC[C@H]2C)c1ccccc1
  0.2 | 2.2 | 0.0 | 26.8 | i | -8.1 | -1.5 | 4.8 | 0.7
41) N#C/C(=C\c1ccc(Cl)cc1)c1nc(-c2ccco2)cs1
  -0.7 | -0.3 | -0.1 | 52.5 | i | 19.9 | -11.2 | -22.0 | 4.3
42) COn1c(=S)[nH]c2ccccc2c1=O
  4.6 | -2.1 | -0.1 | 7.9 | i | -4.7 | -1.1 | -4.2 | -6.7
43) Cc1ccc2c(CSc3nnnn3C)cc(=O)oc2c1
  1.5 | -5.8 | 1.6 | 4.8 | i | -6.0 | -3.3 | -3.3 | -4.4
44) Cc1noc(C)c1C(=O)Nc1cccc(S(=O)(=O)N2CCOCC2)c1
  -0.5 | 4.6 | 0.7 | -11.3 | i | -2.1 | 0.2 | 3.2 | 10.0
45) Cc1ccc(NC(=O)c2ccccc2F)nc1
  -0.3 | 1.5 | 1.6 | 7.5 | i | -8.8 | 5.9 | -2.2 | -4.6
46) O=C(NC1CCN(Cc2ccccc2Cl)CC1)c1ccccc1
  -1.4 | 6.9 | -1.3 | -11.6 | i | -4.6 | -9.4 | 5.5 | 6.8
47) COC(=O)C(Cc1ccccc1)NS(=O)(=O)c1ccc(F)cc1Br (centres undefined)
  0.8 | 2.0 | -0.6 | 5.9 | i | -8.8 | -5.3 | 6.8 | -3.2
48) CCOc1ccc(Br)cc1S(=O)(=O)Nc1ccc(S(=O)(=O)Nc2cc(C)on2)cc1
  0.9 | -0.5 | 0.3 | 6.9 | i | -8.8 | -3.1 | 6.6 | -7.5
49) CCOC(=O)c1csc(N/N=C2\CCc3ccccc32)n1
  0.3 | -1.9 | 0.7 | 5.8 | i | 5.4 | -0.8 | -1.0 | -4.4
50) CN(CC(=O)NCc1ccc(Cl)cc1)S(=O)(=O)c1cccc2cccnc12
  -0.4 | -8.7 | -1.4 | -5.5 | i | -5.8 | -7.1 | -12.9 | 4.4
51) CC[C@H](C)[C@@H](CO)NC(=O)[C@H]1O[C@@H](n2ccc(=O)[nH]c2=O)[C@H](O)[C@@H]1O
  2.5 | 2.1 | 0.0 | -1.2 | i | -5.4 | -4.2 | 8.2 | -3.1
52) O=S(=O)(NCCC1=CCCCC1)c1cccc(Br)c1
  -0.7 | -4.7 | -0.4 | 14.1 | i | 30.4 | -0.7 | 6.8 | 1.5
53) CCCc1cc(=O)n2[nH]c(-c3ccc(Cl)cc3)cc2n1
  2.7 | 1.3 | 0.1 | 17.2 | i | 2.8 | -1.1 | 0.0 | -4.8
54) CCOC(=O)c1[nH]c2ccccc2c1CCCN1C(=O)c2ccccc2C1=O
  -3.0 | -4.0 | 0.9 | -14.4 | i | 24.1 | -11.6 | 8.5 | -10.3
55) CN(C)Cc1c(C(=O)N/N=C/c2ccc(OCc3c(F)cccc3Cl)cc2)nnn1-c1nonc1N
  1.8 | 0.2 | 0.4 | -3.5 | i | 29.5 | -3.8 | 20.5 | -5.1
56) CC(=O)c1ccc2noc(-c3ccccc3)c2c1
  -2.7 | -6.9 | 1.8 | 7.5 | i | -0.2 | -1.7 | -19.1 | 0.9
57) CCn1c(SCC(=O)Nc2nc(C)c(C)s2)nnc1-c1ccco1
  -3.2 | 0.4 | 1.4 | -13.9 | i | -5.3 | -11.4 | -5.7 | -5.2
58) COc1ccc(NC(=O)CN2CCCCC2)cc1S(=O)(=O)N1CCCCC1
  4.7 | 4.7 | -0.4 | 18.0 | i | -5.3 | 4.3 | 9.7 | -3.4
59) CC(C)C[C@H](NC(=O)c1[nH]cnc1C(=O)N[C@@H](Cc1ccccc1)C(=O)OCc1ccccc1)C(=O)OCc1ccccc1
  -1.9 | 2.3 | -0.1 | -6.0 | i | 13.5 | -1.9 | 19.8* | 1.7
60) Cc1cc(Cl)ccc1NNC(=O)c1snnc1C
  1.0 | 0.6 | -0.8 | 7.2 | i | -3.7 | 2.2 | -5.5 | 3.5
61) Cc1nc2ccc(C(C(F)(F)F)(C(F)(F)F)C(F)(F)F)cc2[nH]1
  2.1 | -0.8 | -0.1 | 12.6 | i | 13.0 | -1.9 | -1.8 | 2.8
62) COc1cc(/C=C/c2nc(-c3ccccc3O)n[nH]2)cc(OC)c1OC
  0.8 | 0.2 | 1.4 | -1.3 | i | 16.5 | -4.1 | -3.4 | -1.4
63) CCN(CC)CC(O)CN1c2ccccc2Sc2ccccc21 (centres undefined)
  1.0 | -8.2 | -0.1 | 18.3 | i | -4.2 | -2.2 | -6.0 | 2.0
